Source: PubChem BioAssay (several laboratories)
CYP2C19 inhib = inhibitors of human CYP2C19. CYP2C19 Supersomes, luciferin-H EGE luminescence, 30 min. inhibition, % at 5 µM. 96,000 tested, 21% active;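 active = CYP2C19 inhibition above a set limit at 5 µM in the primary screen, cut at about 50% in these data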;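 also: plate controls were negative control wells for no effect and 2.5 mM tranylcypromine positive control for full effect; values of inactives mirror those of a sister screen read the other way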
Target sequence (P33261 whole entry, looked up): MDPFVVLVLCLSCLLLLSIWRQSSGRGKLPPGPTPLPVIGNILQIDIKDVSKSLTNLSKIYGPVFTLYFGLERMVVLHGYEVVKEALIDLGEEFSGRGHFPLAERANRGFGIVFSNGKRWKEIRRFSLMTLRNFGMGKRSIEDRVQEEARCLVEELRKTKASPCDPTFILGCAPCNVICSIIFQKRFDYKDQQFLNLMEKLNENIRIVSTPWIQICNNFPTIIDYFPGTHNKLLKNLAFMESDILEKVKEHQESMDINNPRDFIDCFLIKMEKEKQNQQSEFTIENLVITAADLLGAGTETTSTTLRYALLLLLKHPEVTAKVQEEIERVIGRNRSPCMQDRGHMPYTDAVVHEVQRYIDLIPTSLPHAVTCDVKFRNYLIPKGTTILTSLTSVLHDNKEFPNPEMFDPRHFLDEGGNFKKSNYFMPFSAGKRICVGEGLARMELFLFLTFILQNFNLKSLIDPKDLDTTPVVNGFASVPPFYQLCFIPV
VCAM1 TNFa inh = reduces TNF alpha induced VCAM1 expression in HUVEC. HUVEC TNFa-induced VCAM-1 immunofluorescence, high-content imaging. inhibition, % at 2 µM. 95,000 tested, 0.48% active. AID 802;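 active = inhibition above the batch mean plus 3 SD, with images confirmed as a hit by eye, cut at about 37% in these data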;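 also: 0% = TNF-stimulated DMSO wells and 100% = unstimulated control wells; not every result past the cut was called active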
CYP2C9 activ = activators of human CYP2C9; P11712; recombinant CYP2C9, luciferin-H conversion, luminescence; active compounds read high; factor 1 = untreated enzyme, 0 = blocked; activation factor at 5 µM; 96,000 tested, 1.4% active;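 active = activation factor of 2 or more for CYP2C9 at a 5 µM dose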;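 also: 0 = sulfaphenazole-blocked wells and 1 = vehicle-only wells; values of inactives mirror those of a sister screen read the other way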
Target sequence (P11712 whole entry, looked up): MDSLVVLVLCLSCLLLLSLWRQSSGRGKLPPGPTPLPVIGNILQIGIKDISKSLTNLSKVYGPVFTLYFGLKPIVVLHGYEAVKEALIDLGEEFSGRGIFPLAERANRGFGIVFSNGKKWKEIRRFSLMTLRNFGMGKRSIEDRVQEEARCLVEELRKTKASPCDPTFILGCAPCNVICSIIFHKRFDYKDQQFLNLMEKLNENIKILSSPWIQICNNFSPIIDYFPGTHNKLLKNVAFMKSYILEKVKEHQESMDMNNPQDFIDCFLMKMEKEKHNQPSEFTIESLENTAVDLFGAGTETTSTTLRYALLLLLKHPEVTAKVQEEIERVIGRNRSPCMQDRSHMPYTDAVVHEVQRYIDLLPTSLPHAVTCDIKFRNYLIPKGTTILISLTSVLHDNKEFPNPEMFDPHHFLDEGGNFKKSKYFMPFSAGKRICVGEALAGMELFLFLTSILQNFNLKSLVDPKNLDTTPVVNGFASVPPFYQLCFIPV
CYP2C19 act = activators of human cytochrome P450 2C19. P33261. recombinant CYP2C19, luciferin-H EGE luminescence; active compounds read high; 0 = fully inhibited enzyme, 1 = untreated enzyme. activation factor at 5 µM. 96,000 tested, under 10 active;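 active = activation factor of at least 2 at 5 µM in the primary screen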;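 also: 0 = wells with 2.5 mM tranylcypromine and 1 = vehicle-only wells; values of inactives mirror those of a sister screen read the other way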
DAT uptake mod = modulates human dopamine transporter uptake under cocaine; 110,000 tested, 1.3% active; B-score at 10 µM; LLC-PK1 hDAT cells, [14C]-dopamine uptake with cocaine IC80; actives deviate in either direction;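 active = Z score or B-score, a plate-position-corrected score, falls beyond the plate's 99.7% confidence bounds, in either direction; inactive = both scores lie inside the 99.7% bounds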;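 also: scored against the spread of the other compound wells on the same plate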
TNFa cytotox = toxic to HUVEC cells under TNF alpha stimulation | HUVEC TNFalpha-stimulated, Hoechst cell count, imaging | cell count reduction, % at 2 µM | 93,000 tested, 0.17% active;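 active = cell count reduction exceeding the screen mean by over 5 SD, scaled to untreated wells per plate, cut at about 78% in these data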;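 also: cells counted after 24 h of TNF alpha exposure following the 1 h pretreatment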
Candida biofilm = kills Candida albicans biofilms. inhibition, % at 6 µM. C. albicans biofilm + clotrimazole, Alamar Blue. 85,000 tested, 0.14% active;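 active = inhibition above 20%; inactive = inhibition below 20%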;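 also: preformed 24 hr biofilms exposed to compound for 48 hr; 0% = biofilm without compound and 100% = blank killed by clotrimazole plus chlorhexidine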
IL1B cytotox = HUVEC cytotoxicity counter-screen, IL-1B stimulated; 94,000 tested, 0.41% active; cell count reduction, % at 2 µM; HUVEC cell count loss, Hoechst imaging; AID 845;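 active = cell count reduction more than 3 SD above the screen-wide mean, cut at about 70% in these data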;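 also: normalized per plate to untreated control cells as the no-loss baseline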
CYP2C9 inhib = human CYP2C9 inhibition | P11712 | 96,000 tested, 20% active | CYP2C9 Supersomes, luciferin-H conversion, luminescence | inhibition, % at 5 µM | AID 777;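 active = blocking of liver enzyme CYP2C9 beyond about 50% at 5 µM, limit read from the data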; also: values of inactives mirror those of a sister screen read the other way
Starred values were filed as active, the others as inactive; · = no result given.

SMILES	CYP2C19 inhib	VCAM1 TNFa inh	CYP2C9 activ	CYP2C19 act	DAT uptake mod	TNFa cytotox	Candida biofilm	IL1B cytotox	CYP2C9 inhib
COc1ccc2nc(C)cc(SCC(=O)NNC(=O)COc3ccc(C)cc3)c2c1	12	-7	1	0.9	0.55	-9	·	-13	2
CC1CCC(C(C)C)C(OC(=O)COC(=O)c2cccn2C)C1 (stereo unspecified)	91*	-5	0.2	0.1	-0.96	2	8	-21	80*
CCOC(=O)N1CCN(Cc2cccs2)CC1	90*	4	0.9	0.1	-0.82	-32	0	-35	7
Cc1ccc(OCC(=O)O)c(-n2nc3ccccc3n2)c1	-9	6	1.2	1.1	-0.037	-12	8	-12	-20
CCOC(=O)c1sc(NC(=O)c2ccc(S(=O)(=O)N(CC)CC)cc2)nc1C	0	-12	1	1	0.2	15	·	-12	3
Cc1c(NC(=O)c2cccc(S(=O)(=O)N3CCOCC3)c2)c(=O)n(-c2ccccc2)n1C	6	-3	1	0.9	0.35	2	5	-26	-2
Cc1cc(C(=O)Nc2ccc(N3CCOCC3)cc2)c2ccccc2n1	0	7	1.1	1	2.2	-27	2	-13	-11
Cc1ccc(/C(N)=N/OC(=O)CCC2CCCCC2)cc1	-9	-30	1.1	1.1	-0.84	3	·	-12	-8
Cc1ccc(C)c(SCC(=O)NCc2ccco2)c1	31	20	1	0.7	-0.18	15	3	12	1
CCC12CC3CC(C1)CC(C(=O)Nc1nn[nH]n1)(C3)C2	7	12	1.1	0.9	-1.1	-10	5	-37	-12
O=C(CCCC(=O)N(CC(=O)NC1CCCCC1)CC1CCCO1)Nc1ccccn1 (stereo unspecified)	8	4	0.9	0.9	-0.96	-22	7	-37	15
CCS(=O)(=O)c1ccc(-c2csc(-c3ccccc3Cl)n2)c(Cl)c1Cl	2	4	1.1	1	0.39	-17	·	-5	-5
Cc1sc2ncnc(NCc3cccs3)c2c1C	52*	4	0.6	0.5	-0.63	-13	4	-4	42
Cc1nc2ccc(C(=O)c3ccccc3)cc2[nH]1	36	4	0.9	0.6	-0.74	-19	8	2	13
Cc1cc([N+](=O)[O-])ccc1NC(=S)NC(=O)C(c1ccccc1)c1ccccc1	22	-10	0.3	0.8	0.17	0	3	6	66*
CCN1CCN(CC(=O)Nc2cccc(C)c2)C(=O)C1=O	·	0	·	·	-0.97	-22	5	-4	·
COc1cc(/C=N/n2nnnc2N)ccc1O	6	4	1	0.9	0.004	-10	9	-36	-2
O=C(NCC1CCCO1)C1CCCN(Cc2cnn(-c3ccccc3)c2-n2cccc2)C1 (stereo unspecified)	10	12	0.6	0.9	1.4	-21	8	-17	35
COC(=O)c1oc2ccccc2c1NC(=O)CN1CCCC1	21	·	0.9	0.8	-0.32	·	7	·	9
O=C(O)c1cc(-c2ccc3c(c2)OCO3)nc2ccccc12	-2	·	0.6	1	-1.6	·	8	·	40
CCCCCCc1nnc(NC(=O)OCC)s1	39	1	0.5	0.6	0.14	-10	1	-17	46
CCOC(=O)Cn1cc(/C=N/NC(=O)c2ccc(C#N)cc2F)c2ccccc21	22	-22	0.3	0.8	0.52	-16	·	6	75*
C=CCNC(=S)NNC(=O)COc1cccc(Cl)c1	60*	-14	0.9	0.4	1	·	·	-13	10
CCOc1ccccc1OCCCOc1ccc(C)cc1Cl	8	-11	1.2	0.9	0.39	·	·	10	-19
CCOC(=O)C(C(=O)Nc1ccc(C)cc1)C1CCCCC1 (stereo unspecified)	79*	-1	0.4	0.2	0.43	-49	2	7	56*
CCOC(=O)N1CCN(Cc2cc(=O)oc3ccc4ccccc4c23)CC1	33	9	0.9	0.7	-0.016	-18	9	4	10
CCC(C)(C)n1nnnc1C(c1ccc(C)cc1)N1CCN(C(=O)c2ccco2)CC1 (stereo unspecified)	·	13	·	·	-1	5	·	26	·
O=S(=O)(c1cccc(Cl)c1)N1CCCC1	44	-12	1.9	0.6	0.46	·	5	32	-89
CC(=O)SCC(=O)N=c1sc2cc(F)ccc2n1C	19	-7	1.1	0.8	0.011	-2	8	-24	-13
Cc1ccccc1N(Cc1nnc2n1CCCCC2)C(=O)Nc1ccccc1	-1	7	1.2	1	-0.22	-14	4	2	-17
CN1CCN(C(=O)c2ccc3c(=O)n4c(nc3c2)CCCCC4)CC1	-4	16	1	1	-0.33	-1	4	-7	-4
COc1ccc2oc(=O)c(C(=O)N3CCc4ccccc43)cc2c1	0	19	2.2*	1	-0.4	-18	8	-2	-117
O=C(c1ccco1)N(Cc1ccc([N+](=O)[O-])cc1)c1ccc(Cl)cc1	26	6	0.1	0.7	0.56	-25	·	-12	94*
O=C(CCNC(=O)c1ccc(Br)o1)NCc1ccccc1Cl	·	11	·	·	0.27	-27	7	-19	·
COc1ccc(N2CCN(C(=O)c3ccc(NS(=O)(=O)c4cccc(F)c4)cc3)CC2)cc1	24	8	0.1	0.8	1.6	6	3	-4	90*
COc1ccc(-n2nc3cc(C)c(N)c(Br)c3n2)cc1	17	24	1	0.8	-0.64	-1	-6	-13	-1
CCN1C(=O)c2cccc3c(NC(=O)c4cccc(N5C(=O)CCC5=O)c4)ccc1c23	-5	1	0.9	1.1	·	-18	5	12	10
CC1CCCN(CC(O)COc2ccc(Cl)cc2)C1 (stereo unspecified)	20	12	0.9	0.8	-0.84	-10	7	·	11
O=C(Nc1cc2c3c(c1)C1CCCC1CN3CC1CCCC21)c1ccccc1 (stereo unspecified)	8	0	0.2	0.9	1.2	-13	·	-22	81*
O=S(=O)(Nc1ccc2c(c1)nc1n2CCOC1)c1ccccc1	2	-2	0.8	1	0.013	-2	3	6	17
CCn1c(SCc2c(F)cccc2Cl)nnc1-c1ccco1	61*	-10	1.1	0.4	-0.51	14	0	14	-12
CCOC(=O)c1ccc(Oc2nc(SC)nc(N(C)C)n2)cc1	10	-6	1.2	0.9	1.4	-19	0	1	-24
Cc1ccc(CC(CC(=O)O)C(=O)NC2CCCCC2)cc1 (stereo unspecified)	6	-11	1	0.9	-0.21	-14	5	-5	2
O=C(c1ccc2c(c1)OCO2)N1CCN(c2ccccc2F)CC1	83*	11	0.5	0.2	1.5	-42	6	-16	53*
N#CC(=C1CCCC1)c1nc(-c2cc3ccccc3oc2=O)cs1	9	4	0.7	0.9	-0.025	-17	·	-12	33
CCc1nnc(NS(=O)(=O)c2ccc(NC(=O)OC)cc2)s1	-2	4	0.6	1	-0.052	-3	·	-51	38
O=C(O)CCC(=O)N1CCC(C(=O)c2cccc(Cl)c2)CC1	-22	-33	1.3	1.2	0.58	-26	6	-32	-25
CC1CN(Cc2cc(=O)[nH]c(C(C)C)n2)CC(C)O1 (stereo unspecified)	10	-1	0.8	0.9	-0.017	-4	·	-7	20
O=S(=O)(NCCNS(=O)(=O)c1ccccc1)c1ccccc1	89*	15	0.7	0.1	-0.042	-35	3	21	34
Cc1ccc(C)c(OCc2nnc(NC(=O)c3ccco3)s2)c1	13	-3	0.7	0.9	-0.78	-14	8	-3	26
CC(C)(C)N1C(=O)c2ccccc2NC(=O)N1Cc1ccc(Br)cc1	34	-2	0.9	0.7	-0.0081	-12	1	1	6
COc1ccc(CN(Cc2cc3cc(C)ccc3[nH]c2=O)C(=O)N(C)C)cc1	22	·	0.8	0.8	2	·	9	·	24
CCOC(=O)c1c(C)[nH]c(C)c1C(=O)COC(=O)CCOc1ccccc1OC	77*	12	0.2	0.2	0.33	-21	3	-161	83*
Cc1cc(C)cc(N(C(=O)c2ccccn2)C(C(=O)NC2CCCCC2)c2cccs2)c1 (stereo unspecified)	29	1	0.6	0.7	-0.29	-18	·	12	41
COc1ccc(C2=NO[C@@H]3C(=O)N(c4c(C)cccc4C)C(=O)[C@H]23)cc1OC	46	-6	0.5	0.5	-0.35	-18	1	-2	46
C/C(=N\N=C(/N)SC1CC(=O)N(c2cccc(Cl)c2)C1=O)c1cccs1 (stereo unspecified)	-5	6	0.4	1	·	-7	·	54	61*
FC(F)(F)c1ccccc1Nc1nccs1	8	-3	1.1	0.9	-1.4	-25	8	-18	-12
Cc1nn(-c2cccc3cccnc23)c(=O)c2ccccc12	-20	19	1	1.2	-0.36	-19	1	9	0
CCCC1C2CN(C(C)C)CC=C2C(C#N)=C(N)C1(C#N)C#N (stereo unspecified)	6	13	1.2	0.9	·	-16	3	-7	-18
Cc1c(O)ccc(C(=O)COc2ccccc2F)c1O	69*	-3	1	0.3	-0.034	-35	3	-11	-2

Reformatted with two lines to a compound: part of the list above
Screens in order – CYP2C19 inhib	VCAM1 TNFa inh	CYP2C9 activ	CYP2C19 act	DAT uptake mod	TNFa cytotox	Candida biofilm	IL1B cytotox	CYP2C9 inhib
CCn1c(SCc2c(F)cccc2Cl)nnc1-c1ccco1
  61*	-10	1.1	0.4	-0.51	14	0	14	-12
Cc1ccc(/C(N)=N/OC(=O)CCC2CCCCC2)cc1
  -9	-30	1.1	1.1	-0.84	3	·	-12	-8
CCOC(=O)c1ccc(Oc2nc(SC)nc(N(C)C)n2)cc1
  10	-6	1.2	0.9	1.4	-19	0	1	-24
CCOC(=O)Cn1cc(/C=N/NC(=O)c2ccc(C#N)cc2F)c2ccccc21
  22	-22	0.3	0.8	0.52	-16	·	6	75*

Further results.
SMILES	CYP2C19 inhib	VCAM1 TNFa inh	CYP2C9 activ	CYP2C19 act	DAT uptake mod	TNFa cytotox	Candida biofilm	IL1B cytotox	CYP2C9 inhib
N#Cc1cccc(NC(=O)Nc2cccs2)c1	42	27	0.2	0.6	-1.2	-32	5	-41	84*
CCCNc1nc(C)nc2c1cnn2CCc1ccccc1	89*	-16	0.8	0.1	-0.91	7	·	-1	15
COc1ccc(-c2nnn(CC(=O)N(Cc3ccccc3Cl)C(C(=O)NCC3CCCO3)c3ccco3)n2)cc1 (stereo unspecified)	7	-8	0.6	0.9	1.2	10	·	9	43
COc1cccc(CN(C(=O)c2ccco2)C(C(=O)NC2CCCC2)c2cccnc2)c1 (stereo unspecified)	23	4	0.9	0.8	0.21	-14	1	-2	12
COc1ccc(C(=O)Nc2ccccc2-c2nnn(CC(=O)NCc3ccco3)n2)cc1	31	-6	0.3	0.7	0.06	-17	7	-15	75*
COc1ccc(/C=C/C(=O)NCC(=O)N/N=C/c2cc(Br)ccc2OCc2ccccc2)cc1	-15	12	0.2	1.1	1	-17	-4	-57	77*

Given as comma-separated lines: part of the list above
mol,CYP2C19 inhib,VCAM1 TNFa inh,CYP2C9 activ,CYP2C19 act,DAT uptake mod,TNFa cytotox,Candida biofilm,IL1B cytotox,CYP2C9 inhib
COc1ccc(-c2nnn(CC(=O)N(Cc3ccccc3Cl)C(C(=O)NCC3CCCO3)c3ccco3)n2)cc1 (stereo unspecified),7,-8,0.6,0.9,1.2,10,·,9,43
CCCNc1nc(C)nc2c1cnn2CCc1ccccc1,89*,-16,0.8,0.1,-0.91,7,·,-1,15
COc1ccc(/C=C/C(=O)NCC(=O)N/N=C/c2cc(Br)ccc2OCc2ccccc2)cc1,-15,12,0.2,1.1,1,-17,-4,-57,77*
